Assay outcomes as filed in PubChem.
P. falciparum M17LAP – P. falciparum M17LAP inhibitors, primary screen, biochemical, fluorogenic H-Leu-NHMec substrate, 1536-well (AID 1619); one-dose inhibition, % at 30 µM; IC50 in µM for titrated hits; hit rate 0.38% among 220,000; recombinant M17LAP, H-Leu-NHMec fluorogenic kinetic assay; higher % means a stronger effect;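 active means compound inhibiting the enzyme by more than half at any dose during confirmatory dose-response retesting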;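 further: plate controls were full reaction with DMSO carrier for no effect and no enzyme background for full effect; strong numbers were not always called active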
PMI inhibition – human PMI inhibitors, high substrate, primary screen, biochemical, fluorescence intensity, high mannose 6-phosphate (AID 1220) | recombinant PMI enzyme, coupled fluorescence intensity; higher % means a stronger effect | inhibition, % at 20 µM, or IC50 in µM where a hit was titrated | hit rate 0.66% among 190,000
Hep lipid drop – hepatic lipid droplet formation modulation. AML12 mouse hepatocytes, oleate lipid droplets, BODIPY imaging. inhibition, % at 6.5 µM. hit rate 0.4% among 240,000;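 active means lipid droplet intensity inhibited by at least 50%, with more than 500 cells counted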
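Material – mouse AML12 hepatocyte cell line, fixed after treatment · Compound dosing – one dose, 6.5 µM compound · Times – compound with oleate, overnight · Measured by – Image-based BODIPY and DAPI two-channel analysis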
human PMI inhibition – inhibitors of human PMI, primary screen, biochemical, fluorescence intensity, coupled assay (AID 1209). purified PMI enzyme, coupled fluorescence intensity; higher % means a stronger effect. inhibition, % at 20 µM, or IC50 in µM where a hit was titrated. hit rate 0.42% among 190,000;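 further: plate controls were DMSO vehicle for no effect and wells lacking substrate for full effect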
XIAP antagonists – small molecules displacing peptide from XIAP – biochemical, IAP family, fluorescence polarization (AID 1018) | XIAP BIR domain, fluorescence polarization peptide displacement; higher % means a stronger effect | displacement, % at 20 µM, or IC50 in µM where a hit was titrated | hit rate 0.007% among 200,000; in the data active means displacement above about 50%; further: a part of the inactive calls stands beside numbers as strong as those of hits
TNAP activators – human TNAP enzyme activators, primary screen, biochemical, luminescent, no phosphate acceptor, uHTS (AID 1001); purified TNAP, luminescent activation assay, no phosphate acceptor; higher activation fold means a stronger effect; one-dose activation fold at 20 µM; EC50 in µM for titrated hits; hit rate 0.03% among 200,000; in the data active means activation fold from about 3, or a potency from the dose series; inactive means the rest, 99 in 100 with activation fold below about 1.6; further: many of its hits are not listed in these tables
Siah-1 displacement – Siah-1 peptide-binding antagonists, primary screen, biochemical, fluorescence polarization, rhodamine-plectin, uHTS (AID 1817). Siah-1 / rhodamine-plectin peptide fluorescence polarization; higher % means a stronger effect. one-dose displacement, % at 20 µM; IC50 in µM for titrated hits. hit rate 0.02% among 290,000;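 active means displacement of at least 50% at 20 µM, with a fluorescence ratio check between 0.3 and a set limit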;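 further: plate controls were Siah plus tracer with DMSO for no effect and tracer alone without Siah for full effect; strong numbers were not always called active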
UTI89 phage lysis – protection from phage-mediated lysis, alamar blue read-out – E. coli UTI89, K1F phage, bacterial capsule biogenesis inhibitors (AID 488966); E. coli UTI89 K1F phage lysis, alamar blue, 2 h; higher % means a stronger effect; inhibition, % at 100 µM, or IC50 in µM where a hit was titrated; hit rate 0.02% among 340,000;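 active means phage lysis inhibition, versus mean bacterial control, above a set limit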;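 further: capsule biogenesis inhibitors block K1F phage lysis so surviving cells raise fluorescence; higher fluorescence means more inhibition of phage lysis; actives were called in the ten point dose series up to 300 µM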
P. falciparum M1AAP – P. falciparum M1AAP inhibitors, biochemical, fluorogenic H-Leu-NHMec substrate, 1536-well (AID 1445); recombinant M1AAP, H-Leu-NHMec fluorogenic kinetic assay; higher % means a stronger effect; inhibition, % at 30 µM, or IC50 in µM where a hit was titrated; hit rate 0.42% among 220,000;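 active means primary inhibition above the hit cutoff, then over 50% inhibition at one or more dose response concentrations, cut at about 23% in these data, passing the limit was not always enough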;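 further: plate controls were DMSO full reaction for no effect and no enzyme background for full effect; strong numbers were not always called active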
Hep lipid drop cells 6.5 µM – further read-out of Hep lipid drop, marked with its call; cell count; measured here: cell count, cytotoxicity flag;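 cells counted across two imaged fields per well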
* marks the source's active call; other numbers are inactive results; i = inactive; / = not tested or not shown; [ ] = dose if it differs, or a comment. Unless noted, no stated cut-off is given here; in the data, active means inhibition above about 50%; inactive means the rest.

SMILES	P. falciparum M17LAP	PMI inhibition	Hep lipid drop	Hep lipid drop cells 6.5 µM	human PMI inhibition	XIAP antagonists	TNAP activators	Siah-1 displacement	UTI89 phage lysis	P. falciparum M1AAP
C=CCn1c(-c2csc3c2CCC(C)C3)n[nH]c1=S (stereo not given)	4%	10%	17	632	5%	-0.9%	2.5	5%	4.1%	-1%
Cn1c(=O)n(C)c2cc(/C=N/NC(=O)c3ccc(Cl)cc3Cl)ccc21	4%	7%	/	/	0%	-2.5%	1.1	-4%	0.9%	9%
CC(C)(C)NCCOc1ccc2ccccc2c1	0%	0%	-5	670	-6%	-6.8%	1	0%	-0.8%	5%
COc1cc(/C=N/NC(=O)CSCc2ccc([N+](=O)[O-])cc2)cc(OC)c1OC	3%	0%	/	/	1%	-8.4%	1.1	-6%	0.3%	6%
CCOC(=O)C1=C(CC)OC(N)=C(C#N)C1c1ccsc1 (stereo not given)	14%	10%	6	741	5%	-3.2%	0.9	-2%	0.9%	0%
Cc1ccc(NC2=C(Cl)C(=O)OC2OC(=O)c2ccc(C)cc2)cc1 (stereo not given)	4%	-1%	-11	664	-1%	-1.2%	1.1	-5%	-3.2%	7%
CCCn1c(-c2nonc2N)nc2ccccc21	-1%	17%	12	752	15%	-0.8%	1	19%	-0.2%	-2%
Cc1c(C(=O)NCCC2=CCCCC2)cccc1[N+](=O)[O-]	4%	1%	/	/	-9%	-7.2%	1	-3%	0.7%	5%
CCN(CC)C(=S)SCC(=O)Nc1nc(-c2ccccc2)c(-c2ccccc2)o1	-1%	-4%	-6	349	19%	-4.2%	1.6	17%	0.1%	7%
O=C1c2ccccc2C(Nc2ccc3c(c2)OCCO3)N1c1ccccn1 (stereo not given)	5%	18%	-20	720	0%	-8.4%	1.1	-5%	4.4%	9%
CCCCOc1ccc(CSC(=N)N)cc1[N+](=O)[O-]	9%	-6%	-50	671	-3%	-3.2%	0.8	0%	i	5%
Cc1ccc(S(=O)(=O)CCC(=O)OCC(=O)c2c[nH]c3ccccc23)cc1	-1%	-8%	-13	714	-5%	-8.9%	0.9	-2%	1.1%	3%
CC(C)C[C@H](NC(=O)NCc1ccccc1Cl)C(=O)O	-4%	0%	/	/	-1%	-4.5%	1.1	3%	-1.0%	1%
CC(C(=O)Nc1ccc2c(c1)OCCO2)N(C)Cc1c(F)cccc1Cl (stereo not given)	1%	-6%	3	689	-7%	-2.5%	1.1	2%	-0.1%	3%
COc1cc(NC(=S)NCCO)c(OC)cc1Cl	6%	/	-3	730	/	/	/	9%	-0.2%	4%
COc1cccc(OC)c1C(=O)NC(=S)Nc1ccc2oc(-c3ccncc3)nc2c1	0%	-1%	3	665	7%	-0.4%	1.1	12%	1.2%	-2%
O=C1/C(=C/c2cccs2)NC(=S)N1C1CC1	6.4µM*	-6%	10	725	-10%	0.2%	/	-5%	0.3%	13%
C/C(=C/c1oc2ccc(O)cc2c1[N+](=O)[O-])N(C)C	-11%	12%	-2	708	18%	12%	0.7	1%	0.0%	10%
Cc1ccc(NC(=O)CSc2ccc(-c3ccco3)nn2)c(C)c1	28%	3%	0	699	-8%	-12%	1.1	4%	-0.1%	4%
O=C(NCc1c(Cl)cccc1Cl)c1ccc2nnsc2c1	6%	/	-1	666	/	/	/	1%	0.5%	-1%
Cc1c(Cl)cccc1NC(=S)NCC(c1cccnc1)N(C)C (stereo not given)	22%	6%	-13	715	1%	-0.9%	1.1	9%	0.0%	12%
Fc1ccc(CSc2ncnc3nc[nH]c23)cc1	7%	10%	-3	636	7%	-4.5%	1.3	5%	0.3%	-3%
CCOc1ccc(OCc2ccc(C(=O)N3CCc4ccccc4C3)o2)cc1	9%	17%	/	/	21%	-0.8%	1.1	0%	0.9%	13%
CCCCN(C)S(=O)(=O)c1ccc(C(=O)Nc2nnc(-c3ccco3)o2)cc1	5%	-12%	6	619	-12%	-3.5%	1.5	-9%	0.0%	-11%
CC(C)c1cc(NCCCN2CCOCC2)n2c(nc3ccccc32)c1C#N	-22%	25%	8	732	-3%	-0.1%	1.2	10%	1.2%	10%

Overlap with the part before: six compounds, followed by the next part.
SMILES	P. falciparum M17LAP	PMI inhibition	Hep lipid drop	Hep lipid drop cells 6.5 µM	human PMI inhibition	XIAP antagonists	TNAP activators	Siah-1 displacement	UTI89 phage lysis	P. falciparum M1AAP
O=C(NCc1c(Cl)cccc1Cl)c1ccc2nnsc2c1	6%	/	-1	666	/	/	/	1%	0.5%	-1%
Cc1c(Cl)cccc1NC(=S)NCC(c1cccnc1)N(C)C (stereo not given)	22%	6%	-13	715	1%	-0.9%	1.1	9%	0.0%	12%
Fc1ccc(CSc2ncnc3nc[nH]c23)cc1	7%	10%	-3	636	7%	-4.5%	1.3	5%	0.3%	-3%
CCOc1ccc(OCc2ccc(C(=O)N3CCc4ccccc4C3)o2)cc1	9%	17%	/	/	21%	-0.8%	1.1	0%	0.9%	13%
CCCCN(C)S(=O)(=O)c1ccc(C(=O)Nc2nnc(-c3ccco3)o2)cc1	5%	-12%	6	619	-12%	-3.5%	1.5	-9%	0.0%	-11%
CC(C)c1cc(NCCCN2CCOCC2)n2c(nc3ccccc32)c1C#N	-22%	25%	8	732	-3%	-0.1%	1.2	10%	1.2%	10%
CCOc1ccc(CCNC(=O)CN2CCN(Cc3ccccc3C)C2=O)cc1OCC	6%	4%	83*	777*	7%	-4.8%	1.1	-2%	1.2%	5%
CC(C)(C)CC(=O)NCCCCCCNC(=O)CC(C)(C)C	-15%	-5%	8	704	-7%	1.1%	1.1	0%	3.2%	6%
Cc1ccc(OCCNC(=O)c2ccccc2N)cc1	-11%	-18%	-1	734	-24%	-2.8%	1	-1%	-0.3%	15%
COc1ccc2[nH]c(=O)c(CN(CCO)C(=O)c3ccccc3F)cc2c1	-43%	9%	5	662	10%	0.5%	1.1	10%	1.2%	-2%
N#Cc1cccc(NCC(=O)Nc2ccc3c(c2)OCCO3)c1	9%	1%	-9	725	-6%	-4.1%	1.2	8%	0.2%	8%
CCCCC(NC(C)=O)c1nc2ccccc2[nH]1 (stereo not given)	0%	9%	15	626	11%	-2.6%	1.1	-7%	1.1%	-1%
Cc1cccc(NC(=O)CSc2ncnc3nc[nH]c23)c1	56%	8%	/	/	6%	-1.5%	1.1	-2%	2.0%	-3%
O=C(CSc1nc2ccccc2c(=O)n1-c1ccccc1)N1CCCC1	-6%	-3%	-11	790	-2%	-8.8%	1.1	-1%	0.4%	-1%
COc1ccc(-n2ncc3c(=O)n(CC(=O)Nc4ccc(S(=O)(=O)N5CCOCC5)cc4)cnc32)cc1	4%	0%	-37	527	12%	-6.5%	1	-5%	2.1%[50 µM]	6%
CCN1CCN(C(c2cccs2)C(C)NC(=O)CC(C)C)CC1 (stereo not given)	6%	-2%	/	/	0%	-3.3%	1.1	-2%	0.9%	-2%
O=C(CSc1nc2ccsc2c(=O)n1Cc1ccccc1)NCC1CCCO1 (stereo not given)	6%	5%	4	705	-1%	-7.9%	1.1	13%	0.4%	2%
O=c1cnc(-c2ccc(Cl)cc2)cn1O	24%	10%	4	679	0%	-9.7%	1	24%	-0.3%	6%
Cc1nn2c(C)nc3sc4c(c3c2nc1=O)CC(C)(C)OC4	-3%	1%	/	/	1%	-2.9%	1.1	5%	-0.2%	7%
COc1ccc(CC(=O)Nc2ccc(-c3cn4ccccc4n3)cc2)cc1OC	-12%	-16%	8	820	-11%	-8.1%	1	-2%	6.8%	14%
COc1ccc(-c2ccc(CCC(=O)O)n2Cc2ccco2)cc1	31%	11%	-4	658	6%	-4.1%	1.1	6%	0.0%	4%
COc1ccc(-c2cn[nH]c2N)c(OC)c1	4%	11%	0	664	11%	-0.5%	1.1	2%	2.2%	-2%
CCN(C(=O)CN1CC(C)OC(C)C1)c1c(N)n(Cc2ccccc2)c(=O)[nH]c1=O (stereo not given)	4%	-3%	5	703	-9%	-11%	1.1	10%	0.2%	2%
Cc1cc(C(=O)N/N=C/c2ccc(-c3ccccc3Cl)o2)n[nH]1	-2%	-6%	-2	701	-2%	-9.1%	1.5	15%	2.1%	-2%
Cc1sc(C(=O)NCc2cccnc2)c2nc(C)n(CC(=O)NCc3cccnc3)c(=O)c12	1%	-2%	-1	756	-2%	-1.8%	1.1	4%	0.7%	1%
COc1cc(/C=C2\SC(=S)N(CC(=O)NC3=NCCS3)C2=O)cc(OC)c1OC	-15%	-4%	3	719	2%	-3.8%	1	0%	0.0%	-1%
COc1ccc2nc(NNC(=O)c3cc(=O)c4ccccc4o3)sc2c1	-6%	-52%	2	666	-16%	-1.6%	1.8	2%	0.0%	-10%
COc1cccc(CN2CCNC(=O)C2CC(=O)NCc2cn3ccc(C)cc3n2)c1OC (stereo not given)	7%	/	7	733	/	/	/	-2%	0.2%	2%
CCNC(=S)NNc1nncc2ccccc12	6%	12%	-1	732	9%	-8.0%	1.9	4%	0.2%	6%
CCOc1ccc(NC(=S)N2CCCN(Cc3cccc(Cl)c3)C2)cc1	-3%	16%	-13	669	2%	-8.4%	1	-3%	0.2%	3%
CCOC(=O)c1c(-c2ccc(F)cc2)csc1NC(=O)CN1C(=O)NC2(CCCCC2C)C1=O (stereo not given)	-2%	12%	/	/	3%	-5.4%	1	6%	0.2%	-4%
Going on with the list:
SMILES	P. falciparum M17LAP	PMI inhibition	Hep lipid drop	Hep lipid drop cells 6.5 µM	human PMI inhibition	XIAP antagonists	TNAP activators	Siah-1 displacement	UTI89 phage lysis	P. falciparum M1AAP
CS(=O)(=O)N1CCCC(C(=O)NCCN2CCC(Cc3ccccc3)CC2)C1 (stereo not given)	0%	10%	14	604	9%	-0.5%	1.2	5%	5.6%	-1%
O=C1CCC([N+](=O)[O-])C(c2ccc(Cl)cc2)N1 (stereo not given)	-1%	2%	/	/	2%	-2.6%	1.1	-1%	5.8%	1%
Cc1cccc(N=C2NN=C(c3ccccc3F)CS2)c1C	3%	0%	10	677	3%	-2.9%	1.1	3%	0.0%	8%
CCOc1ccccc1CNC(=O)c1cc2oc3ccccc3c2n1CC	8%	11%	22	833	11%	-1.8%	1.2	-2%	0.5%	1%
COc1ccc2c(c1OC)C(=O)N(c1ccc3c(c1)CCC3)C2=O	0%	10%	23	733	-11%	-4.1%	1.1	1%	2.6%	-2%
CCOC(=O)C(NC(=O)Cc1ccccc1)(Nc1cc(C)on1)C(F)(F)F (stereo not given)	5%	7%	-15	784	5%	-6.4%	1.1	-4%	1.5%	8%
O=c1[nH]c(C2CC2)nc2sc3c(c12)CCCC3	-9%	6%	2	719	5%	-4.7%	1	0%	0.6%	-10%
CCOC(=O)c1c(NC(=O)c2c(-c3ccccc3)noc2C)sc(C)c1-c1ccccc1	10%	7%	-9	695	6%	-5.0%	1.1	2%	0.8%[50 µM]	1%
CCCCC(=O)Nc1nnnn1CCC	9%	-1%	/	/	-1%	0.3%	1.1	9%	1.3%[50 µM]	3%
